High-throughput results from PubChem.
MT1-MMP txn act: MT1-MMP promoter transcription activation; HT1080 MT1-MMP promoter luciferase reporter, luminescence, overnight; active compounds read high; activation factor at 10 µM; 0.16% of 86,000 active;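 active = activation factor of at least 2 for MT1-MMP transcription at 10 µM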
PLAP activator: human PLAP activation. AID 696. 1.2% of 96,000 active. activation fold at 20 µM. purified PLAP enzyme, luminescent substrate read-out; active compounds read high; in the data active = activation fold above about 2
Target sequence (P05187 whole entry, looked up): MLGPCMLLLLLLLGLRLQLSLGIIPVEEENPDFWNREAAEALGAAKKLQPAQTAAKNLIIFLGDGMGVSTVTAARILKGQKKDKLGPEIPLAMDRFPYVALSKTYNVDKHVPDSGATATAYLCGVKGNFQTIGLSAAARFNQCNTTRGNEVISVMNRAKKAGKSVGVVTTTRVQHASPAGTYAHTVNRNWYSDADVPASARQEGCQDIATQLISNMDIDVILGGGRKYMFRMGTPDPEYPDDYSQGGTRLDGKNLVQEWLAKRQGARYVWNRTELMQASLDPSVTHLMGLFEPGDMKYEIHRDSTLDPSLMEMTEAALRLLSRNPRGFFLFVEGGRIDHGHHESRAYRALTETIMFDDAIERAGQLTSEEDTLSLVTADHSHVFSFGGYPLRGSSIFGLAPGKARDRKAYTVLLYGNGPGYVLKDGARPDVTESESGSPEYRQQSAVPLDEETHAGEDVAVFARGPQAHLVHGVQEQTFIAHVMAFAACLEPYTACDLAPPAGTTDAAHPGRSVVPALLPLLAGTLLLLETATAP
Starred values were filed as active, the others as inactive; x = not tested or not shown. Only part of the results is shown; the hit share may differ from the screen's.

SMILES	MT1-MMP txn act	PLAP activator
COCCn1c(C(=O)N2CCCC2)cc2c1C[C@H]1CN(C(=O)c3ccccc3)[C@@](Cc3ccc(OC)cc3)(C(=O)OC)[C@@H]21	1.1	x
COC(=O)c1ccc(C(NC(=O)OCc2ccccc2)/C(=C/[C@@H](C)C(=O)NCc2cccnc2)c2cccnc2)cc1 (some centres not stated)	1.7	x
O=c1[nH]cnc2[nH]ncc12	1.2	x
Cc1cc(NC(=O)c2cc(C)on2)n(-c2ccccc2)n1	1	x
CCCOc1ccc(/C(O)=C2/C(=O)C(=O)N(CCCn3ccnc3)C2c2cccs2)cc1 (configuration not stated)	1	x
CC(=O)C1=C(O)C(=O)N(c2cccc(C(=O)O)c2)C1c1ccccc1F (configuration not stated)	1.1	x
CC(NC(=O)NC1CCCCC1)C(c1cccs1)N1CCOCC1 (configuration not stated)	1	x
CCN1CCN(C(=O)c2cc3c(=O)oc4ccc(C)cc4c3s2)CC1	1.1	x
NCCc1cnc[nH]1	1.1	x
COc1ccccc1C1/C(=C(/O)c2ccc(C)cc2)C(=O)C(=O)N1CCN1CCOCC1 (configuration not stated)	1	x
Cn1c(Cn2c(=O)sc3ccccc32)nnc1SCC(=O)NCc1ccccc1	1.1	x
Cn1c(=O)c(C(=O)COC(=O)c2cc(C(F)(F)F)nc3c(C(F)(F)F)cccc23)c(N)n(CC2CC2)c1=O	1.2	x
O=P(N[C@@H](c1ccccc1)[C@@H]1C[C@H]1CCO)(c1ccccc1)c1ccccc1	1.3	x
CC1CCc2nc(NC(=O)c3cc(C(C)(C)C)nn3C)sc2C1 (configuration not stated)	1.3	x
N#Cc1ccc(C23CC4(C2)[C@H](CN(CC2CCCCC2)[C@@H]4c2ccccc2)C3c2ccccc2)cc1 (some centres not stated)	1.1	x
CN(C(=O)C(Cl)Cl)c1ccc(OC(=O)c2ccco2)cc1	0.9	x
CC1(C(=O)O)C=CCN1C(=O)c1ccccc1 (configuration not stated)	1.1	x
Cc1ccc(C)c(N2CCN(C(=O)CCc3nc4ccccc4[nH]3)CC2)c1	1.1	x
O=C(/C=C/c1ccccc1)c1ccccc1	1.3	x
COC(=O)[C@@H]1C[C@H]2CC[C@H](O)C[C@H]2N1Cc1c(F)cccc1Cl	1.1	x
COc1ccc(Cl)cc1NC(=O)C1CSC(c2ccncc2)=N1 (configuration not stated)	1.1	x
Cc1cc(S(=O)(=O)N(Cc2ccccc2)Cc2ccc(N(C)C)cc2)ccc1-n1cnnn1	1	x
CCN1C(=O)c2ccc(-c3nc4ccccc4c(=O)o3)cc2C1=O	1	x
O=C(CSc1ccc2nnc(-c3ccc(Cl)cc3)n2n1)N1CCN(c2ccccc2)CC1	1.1	x
CSc1oc(-c2ccco2)nc1S(=O)(=O)c1ccc(F)cc1	1.1	x

Taken from above:
In MT1-MMP txn act, Cn1c(Cn2c(=O)sc3ccccc32)nnc1SCC(=O)NCc1ccccc1 shows 1.1
In MT1-MMP txn act, Cn1c(=O)c(C(=O)COC(=O)c2cc(C(F)(F)F)nc3c(C(F)(F)F)cccc23)c(N)n(CC2CC2)c1=O shows 1.2

(listing goes on)
SMILES	MT1-MMP txn act	PLAP activator
CCOCCn1c(CN2CCN(CC)CC2)nc2c1c(=O)n(C)c(=O)n2C	1	x
Cc1nnc(SCCn2c(N3CCN(c4ccccc4)CC3)nc3c2c(=O)n(C)c(=O)n3C)s1	1.1	x
CCOc1cccc(C2c3c(oc4ccccc4c3=O)C(=O)N2c2ccccn2)c1 (configuration not stated)	1	x
CCN(CC)CC(=O)Nc1cc(C)c2c(=O)oc3ccccc3c2n1	1	x
CCOC(=O)c1sc(=NC(=O)c2ccc(S(=O)(=O)N3CCOCC3)cc2)n(C)c1C	1.1	x
O=C(C1CCN(CC2CCCCC2)CC1)N1CCCC1	1.1	x
COC(=O)N1[C@H](Cc2ccccc2)C=C[C@]1(C)C(=O)NCc1ccc(N(C)C)cc1	1.1	x
COC(=O)c1ccc(C(NC(=O)OCc2ccccc2)/C(F)=C/[C@@H](C)C(=O)NCc2nn(-c3ccccc3)nc2C)cc1 (some centres not stated)	1.5	x
Fc1cc(F)c2nc(N3CCOCC3)sc2c1	1.6	x
COC(=O)[C@@H]1C[C@@]2(O)[C@@H](O)[C@@H](O)[C@@H](O)C[C@H]2N1Cc1ccc(C(F)(F)F)cc1	1.1	x
Cc1cc(/C(O)=C2\C(=O)C(=O)N(CCN(C)C)C2c2ccncc2)ccc1OCc1ccccc1 (configuration not stated)	1.1	x
Cc1cc(Nc2cccc(F)c2)n2ncnc2n1	1.1	x
COc1ccc(-n2c(Cn3c(=O)sc4ccccc43)nnc2SC)cc1	1.2	x
Cc1cccc(NC(=O)CSc2nnc(-c3cc(C)n(-c4ccccc4)c3C)o2)c1C	1.1	x
Cc1nc2c(C(=O)NCCc3ccccc3Cl)c[nH]n2c(=O)c1Cl	1.1	x
COC(=O)[C@@]1(Cc2ccccc2)[C@H]2c3cc(C(=O)N(C)C)n(Cc4ccsc4Br)c3C[C@H]2CN1C(=O)c1ccccc1	1.2	x
N#CC1=C(c2ccccc2)N=P(N2CCOCC2)(N2CCOCC2)N=C1N1CCOCC1	1.2	x
CCOC(=O)c1sc2ccc(S(=O)(=O)N3CC(C)CC(C)C3)cc2c1N (configuration not stated)	1.2	x
CCC1CCCCN1c1nc2c(c(=O)n(C)c(=O)n2C)n1CCSc1nc2ccccc2o1 (configuration not stated)	1.1	x
Oc1ccccc1-c1cc(C(F)(F)F)[nH]n1	1	x
COc1ccc(N2CCN(C(=O)CCS(=O)(=O)c3cccc4nsnc34)CC2)cc1	1.1	x
CC1=C(C(=O)OCc2ccccc2)C(c2ccccc2)NC(=O)N1CCCC(=O)O (configuration not stated)	1.2	x
CCCN(CCC)S(=O)(=O)c1ccc(C(=O)O)cc1	1	x
COc1ccc(-c2nnc3ccc(SCC(=O)N4CCN(c5ccccc5)CC4)nn23)cc1	1.1	x
CCOC(=O)c1sc(NC(=O)COC(=O)Cn2cnc3ccccc32)c(C(=O)OCC)c1C	0.9	x

Carrying on.
SMILES	MT1-MMP txn act	PLAP activator
Cn1c(Cn2c(=O)sc3ccccc32)nnc1SCC(=O)N1CCN(c2ccccc2)CC1	1.1	x
COC(=O)CC1Oc2cc3oc4c5ccccc5oc(=O)c4c3cc2O1 (configuration not stated)	1.1	x
COc1cccc(C(=O)c2sc(NC(C)C)nc2N)c1	1.6	x
O=C(CN1CCOc2ccccc21)NCc1ccc(F)cc1	1.2	x
O=C(CCc1nc2ccccc2[nH]1)NCc1ccc2c(c1)OCO2	1.2	x
COc1cccc(NC(=O)N2CCCC2C(=O)Nc2ccc3c(c2)OCO3)c1 (configuration not stated)	1.1	x
CCCS(=O)(=O)NCc1ccc2c(c1)cc(C)n2C	1.2	x
CCC1CCCCN1Cc1nc2c(c(=O)n(C)c(=O)n2C)n1Cc1ccccc1 (configuration not stated)	1.2	x
CC1CCN(Cc2nc3c(c(=O)n(C)c(=O)n3C)n2CCN2CCOCC2)CC1	1	x
Cc1ccc(NC(=O)CCNS(=O)(=O)c2cccc3nsnc23)cc1	1.2	x
O=C(O)CCC(=O)Nc1ccc(S(=O)(=O)Nc2nccs2)cc1	1.2	x
Cc1ccc(CCN2C(=O)CCC2(C)C(=O)NC2CCCC2)cc1 (configuration not stated)	1.1	x
COC(=O)C1=C(C)N(CCCC(=O)O)C(=O)NC1c1ccc(OC)cc1 (configuration not stated)	1.1	x
Cc1c(-c2cccs2)[n+](=O)c2c(n1[O-])CCCC2	0.9	x
C=CCn1c(O)c(C2=c3ccccc3=NC2=O)sc1=Nc1ccc(O)cc1	1.2	x
CCN(CC)CC#CCOC(=O)C(O)(c1ccccc1)C1CCCCC1 (configuration not stated)	1.2	x
CC(=O)N[C@@H](CS)C(=O)O	1	x
FC(F)(F)c1ccc(C2[C@H]3CN(Cc4ccc(-c5ccccc5)cc4)[C@H](c4ccccc4)C34CC2(c2ccccc2)C4)cc1 (some centres not stated)	1	x
COC(=O)CSC1=C(C#N)C(=O)NC2(CCCCC2)S1	1.2	x
CCOc1ccc(NC(=O)c2oc3ccccc3c2NC(=O)C(C)C)cc1	1.2	x
CCOC(=O)N1CCC(Nc2c(NCCCN3CCN(c4ccc(OC)cc4)CC3)c(=O)c2=O)CC1	1	x
COc1ccc(OC)c(NS(=O)(=O)c2cccs2)c1	1.2	x
O=C(O)C1CCNCC1	0.9	x
Cc1cc(NC(=O)c2ccc(NC(=O)C(C)Oc3ccccc3)cc2)no1 (configuration not stated)	1.2	x
CC(C)c1nnc(NC(=O)c2c(O)c3cccc4c3n(c2=O)CC4)s1	1.2	x

Other structures follow.
SMILES	MT1-MMP txn act	PLAP activator
O=C(c1ccc(Cl)s1)N1CCN(c2ccccc2)CC1	1	x
COC(=O)CN1C(=O)CC(C)(C)Sc2ccccc21	1.2	x
COC(=O)[C@@]1(Cc2ccccc2)[C@H]2c3cc(C(=O)N4CCCC4)n(Cc4ccccc4)c3C[C@H]2CN1C(=O)c1ccccc1	1.2	x
CC(=O)C1C(c2ccc(O)cc2)NC(=O)NC1(O)C(F)(F)F (configuration not stated)	1	x
CCCCOc1ccc(NC(=O)Cn2c(=O)ccc3c(C)cc(C)nc32)cc1	0.9	x
CCOC(=O)c1c(NC(=O)c2cccs2)sc(C(=O)N2CCOCC2)c1C	1.1	x
CCOC(=O)c1ccc(NCC(O)COc2ccccc2)cc1 (configuration not stated)	1.3	x
C=CCn1c(NC(=O)c2ccccc2)c(C#N)c2nc3ccccc3nc21	1	x
COc1ccccc1CNC(=O)c1cc2c(=O)n(C)c3ccccc3c2n1C	1.1	x
O=C(O)c1ccccc1O	1.1	x
O=c1cnn([C@@H]2O[C@H](CO)[C@@H](O)[C@H]2O)c(=O)[nH]1	1.1	x
C[N+]12CCC(CC1)C(OC(=O)C(O)(c1ccccc1)c1ccccc1)C2 (configuration not stated)	0.9	x
COC(=O)C1=C(C)N(CCCC(=O)O)C(=O)NC1c1ccc2c(c1)OCO2 (configuration not stated)	1.1	x
Cc1ccnc(N2C(=O)c3ccccc3C2Nc2ccccc2Cl)c1 (configuration not stated)	1.2	x
COC(=O)[C@@]1(Cc2ccccc2)[C@H]2c3cc(C(=O)N(C)C)n(Cc4ccccc4)c3C[C@H]2CN1C(=O)c1ccccc1	1.2	x
Nc1ncnc2c1ncn2[C@H]1C[C@H](O)[C@@H](COP(=O)(O)O)O1	1.1	x
CC1=C(C(=O)OCc2ccccc2)C(c2ccc(Br)cc2)NC(=O)N1CCCCCC(=O)O (configuration not stated)	1.2	x
COC(=O)CNC(=O)C1(C)C=CCN1C(=O)c1ccccc1 (configuration not stated)	1.1	x
COC(=O)[C@@H]1C[C@H]1[C@@H](NS(=O)(=O)c1ccc2ccccc2c1)c1ccccc1	1.3	x
Cc1ccc(-c2nc(NC(=O)CSc3nnc4scc(-c5ccccc5)n34)ns2)cc1	1.1	x
CC(CCc1ccccc1)NCC(O)c1ccc(O)c(C(N)=O)c1 (configuration not stated)	1	x
C=C(C)Cn1c(C2CC(=O)N(c3ccccc3F)C2)nc2ccccc21 (configuration not stated)	1	x
Cn1c(=O)c2c3c(sc2n2c(SCc4ccccc4)nnc12)CCCC3	1.1	x
COc1ccc(CNC(=O)[C@H](C)[C@@H]2C[C@@]2(C)[C@@H](NC(=O)OCc2ccccc2)c2ccccc2)cc1OC	1.1	x
COC(=O)N1[C@H](Cc2ccccc2)C=C[C@]1(C)C(=O)O	1	x

Part of the list above in order of SMILES length, descending:
SMILES	MT1-MMP txn act	PLAP activator
FC(F)(F)c1ccc(C2[C@H]3CN(Cc4ccc(-c5ccccc5)cc4)[C@H](c4ccccc4)C34CC2(c2ccccc2)C4)cc1 (some centres not stated)	1	x
N#CC1=C(c2ccccc2)N=P(N2CCOCC2)(N2CCOCC2)N=C1N1CCOCC1	1.2	x
CCN1CCN(C(=O)c2cc3c(=O)oc4ccc(C)cc4c3s2)CC1	1.1	x

Next part.
SMILES	MT1-MMP txn act	PLAP activator
CCCCCC1CC(CC#CCN2CCOCC2)C(=O)O1 (configuration not stated)	1.1	x
C[C@]12CC[C@@H]3c4ccc(O)cc4CC[C@H]3[C@@H]1CC[C@@H]2OC(=O)CCC(=O)O	0.9	x
COC(=O)C1=C(C)N(CCCC(=O)O)C(=O)NC1c1ccccc1Cl (configuration not stated)	1.1	x
CCOC(=O)C1CCN(c2ncnc3c2cnn3-c2ccc(Cl)cc2)CC1	1.1	x
NC(=O)CN(c1ccc(Cl)cc1)S(=O)(=O)c1ccccc1	1.2	x
O=C(O)C1CCCCN1S(=O)(=O)c1cccc2nsnc12 (configuration not stated)	1	x
CCCSc1ccc2nc(NC(=O)OC)[nH]c2c1	0.9	x
CC1=C(C(=O)OCc2ccccc2)C(c2ccc(-c3ccccc3)cc2)NC(=O)N1CCCCCC(=O)O (configuration not stated)	1	x
COc1cc(-c2nnc3sc(Cc4ccc(Cl)cc4)nn23)cc(OC)c1OC	1	x
COC(=O)[C@@H]1C[C@@H]2CC[C@@H](O)C[C@@H]2N1Cc1ccc(N2CCOCC2)cc1	1	x
COC(=O)c1cccc(C23CC4(C2)[C@H](CN(Cc2cccnc2)[C@@H]4c2ccccc2)C3c2ccccc2)c1 (some centres not stated)	1	x
COc1ccc(-c2ccc(-c3noc(-c4ccco4)n3)c(OC)n2)cc1	1.4	x
CC(=O)N1CC=CC1(CC(C)C)C(=O)O (configuration not stated)	0.9	x
COc1cc(OC)c(N(C)C(=O)CCNC(=O)Cn2cnc3ccccc3c2=O)cc1Cl	0.9	1.5
O=C1CCCCCN1CP(=O)(O)CN1CCOCC1	1.1	0.8
CCOC(=O)c1cccc(NC(=O)Cn2cc3c(n2)CCC(C)C3)c1 (configuration not stated)	1.1	1.1
COC(=O)CC1Oc2ccccc2N(Cc2ccccc2)C1=O (configuration not stated)	1	1.4

Quoted at random: five compounds from above, in no set order.
SMILES	MT1-MMP txn act	PLAP activator
C=CCn1c(O)c(C2=c3ccccc3=NC2=O)sc1=Nc1ccc(O)cc1	1.2	x
C[C@]12CC[C@@H]3c4ccc(O)cc4CC[C@H]3[C@@H]1CC[C@@H]2OC(=O)CCC(=O)O	0.9	x
CC(NC(=O)NC1CCCCC1)C(c1cccs1)N1CCOCC1 (configuration not stated)	1	x
Cc1cc(NC(=O)c2cc(C)on2)n(-c2ccccc2)n1	1	x
COC(=O)[C@@]1(Cc2ccccc2)[C@H]2c3cc(C(=O)N4CCCC4)n(Cc4ccccc4)c3C[C@H]2CN1C(=O)c1ccccc1	1.2	x
